# NCOA3 inh: SRC3 coactivator transcriptional activity inhibitors, primary screen, cell-based, luminescence. inhibition, % at 3.6 µM. 360,000 compounds, 0.17% hits. HEK293 GAL4-SRC3 luciferase reporter. AID 588352, 2011;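 active means inhibition above a per-campaign cutoff, the mean of all compounds plus 3 SD, cut at about 60% in these data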;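 further: 0% = DMSO-treated cells and 100% = gossypol-treated cells at 36 µM; higher means less SRC3-driven luciferase light from the GAL4 reporter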
# KKLEB tox: cytotoxicity in KKLEB CF airway cells, primary screen, cytotoxicity control for CF NF-kB inhibitor project, cell-based, uHTS, fluorescence assay plates; KKLEB CF airway cells viability, ATPlite luminescence, overnight; stronger effect = lower value; cells stimulated with P. aeruginosa culture filtrate; activity change (cytotoxicity), % at 5 µM; 360,000 compounds, 0.36% hits; AID 602141, 2011;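 active means corrected activity change at or below -50% at 5 µM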
# TROY NFkB inh: inhibitors of TROY-driven NF-kB signaling, primary screen, Q293 LMP1-TROYcd cells, NF-kB luciferase, uHTS | Q293 LMP1-TROYcd NF-kB luciferase reporter, 4 h | inhibition, % at 10 µM | 360,000 compounds, 0.98% hits | AID 1347056, 2019;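 active means compounds whose plate-normalised and pattern-corrected inhibition of the luciferase reporter signal at the single screening dose is 50% or more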
# TRAIL sens C8: viability loss with TRAIL in NB7+C8 cells, primary screen, TRAIL sensitizer project, cell-based, ATPlite luminescence; inhibition (viability loss, TRAIL sensitization), % at 10 µM; 360,000 compounds, 1% hits;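 active means compounds causing at least 50% loss of cell viability in the single-dose screen, relative to plate controls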
# EBV LMP1 NFkB: EBV LMP1-driven NF-kappaB luciferase reporter inhibitors, primary screen, cell-based, luminescence, single point; LMP1-induced NF-kappaB luciferase reporter cells; AID 504558, 2011; inhibition, % at 12.5 µM; 350,000 compounds, 0.69% hits; in the data active means inhibition above about 41%; inconclusive means no clear call, values can overlap the other calls;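 further: 0% = neutral control wells and 100% = reference inhibitor control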
# TWEAK-Fn14 inh: inhibitors of TWEAK-Fn14 signaling, primary screen, luciferase reporter cells, uHTS | TWEAK-stimulated Fn14 reporter cells, luciferase luminescence, 8 h | inhibition, % at 10 µM | 360,000 compounds, 2% hits | AID 1159606, 2016; in the data active means inhibition above about 50%
# NR2F2 inh: NR2F2 transcriptional activity inhibitors, primary screen, cell-based, luciferase reporter, HEK293T, luminescence; 370,000 compounds, 0.7% hits; HEK293T NGFI-A luciferase reporter; COUP transcription factor 2 (Homo sapiens), P24468; inhibition, % at 8.6 µM;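 active means inhibition above a per-plate cutoff, mean inhibition of test wells between control levels plus 3 SD, cut at about 38% in these data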;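 further: cells cotransfected with COUP-TFII expression vector driving the NGFI-A reporter; 0% = median of COUP-TF2 test wells and 100% = reporter-only cells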
# Shn3 inh set2: reduction of Shn3 3'UTR firefly luciferase signal, primary screen, Schnurri-3 inhibitor project, cell-based, Clone20 osteoblasts, set 2; Clone20 osteoblast Shn3 3'UTR firefly luciferase, 24 h; inhibition, % at 12.5 µM; 360,000 compounds, 0.52% hits;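 active means mean inhibition of at least 75% with every replicate also reaching 75%; inconclusive means mean inhibition at least 75% but some replicate below; inactive means mean inhibition below 75%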;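 further: 0% = median of neutral control wells and 100% = pilot-screen positive control compound; some compounds past the cut are filed as inactive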
# SRC1 inh: SRC1 coactivator transcriptional activity inhibitors, primary screen, cell-based, luminescence. Nuclear receptor coactivator 1 (Homo sapiens), Q15788. HEK293 GAL4-SRC1 luciferase reporter. inhibition, % at 3.6 µM. 360,000 compounds, 0.12% hits;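 active means inhibition above the campaign mean plus 3 SD, with each screening campaign given its own cutoff, cut at about 60% in these data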;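 further: 0% = DMSO treated cells and 100% = gossypol at 36 µM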
# Target sequence (Q15788 whole entry, looked up, the tested form may be a part): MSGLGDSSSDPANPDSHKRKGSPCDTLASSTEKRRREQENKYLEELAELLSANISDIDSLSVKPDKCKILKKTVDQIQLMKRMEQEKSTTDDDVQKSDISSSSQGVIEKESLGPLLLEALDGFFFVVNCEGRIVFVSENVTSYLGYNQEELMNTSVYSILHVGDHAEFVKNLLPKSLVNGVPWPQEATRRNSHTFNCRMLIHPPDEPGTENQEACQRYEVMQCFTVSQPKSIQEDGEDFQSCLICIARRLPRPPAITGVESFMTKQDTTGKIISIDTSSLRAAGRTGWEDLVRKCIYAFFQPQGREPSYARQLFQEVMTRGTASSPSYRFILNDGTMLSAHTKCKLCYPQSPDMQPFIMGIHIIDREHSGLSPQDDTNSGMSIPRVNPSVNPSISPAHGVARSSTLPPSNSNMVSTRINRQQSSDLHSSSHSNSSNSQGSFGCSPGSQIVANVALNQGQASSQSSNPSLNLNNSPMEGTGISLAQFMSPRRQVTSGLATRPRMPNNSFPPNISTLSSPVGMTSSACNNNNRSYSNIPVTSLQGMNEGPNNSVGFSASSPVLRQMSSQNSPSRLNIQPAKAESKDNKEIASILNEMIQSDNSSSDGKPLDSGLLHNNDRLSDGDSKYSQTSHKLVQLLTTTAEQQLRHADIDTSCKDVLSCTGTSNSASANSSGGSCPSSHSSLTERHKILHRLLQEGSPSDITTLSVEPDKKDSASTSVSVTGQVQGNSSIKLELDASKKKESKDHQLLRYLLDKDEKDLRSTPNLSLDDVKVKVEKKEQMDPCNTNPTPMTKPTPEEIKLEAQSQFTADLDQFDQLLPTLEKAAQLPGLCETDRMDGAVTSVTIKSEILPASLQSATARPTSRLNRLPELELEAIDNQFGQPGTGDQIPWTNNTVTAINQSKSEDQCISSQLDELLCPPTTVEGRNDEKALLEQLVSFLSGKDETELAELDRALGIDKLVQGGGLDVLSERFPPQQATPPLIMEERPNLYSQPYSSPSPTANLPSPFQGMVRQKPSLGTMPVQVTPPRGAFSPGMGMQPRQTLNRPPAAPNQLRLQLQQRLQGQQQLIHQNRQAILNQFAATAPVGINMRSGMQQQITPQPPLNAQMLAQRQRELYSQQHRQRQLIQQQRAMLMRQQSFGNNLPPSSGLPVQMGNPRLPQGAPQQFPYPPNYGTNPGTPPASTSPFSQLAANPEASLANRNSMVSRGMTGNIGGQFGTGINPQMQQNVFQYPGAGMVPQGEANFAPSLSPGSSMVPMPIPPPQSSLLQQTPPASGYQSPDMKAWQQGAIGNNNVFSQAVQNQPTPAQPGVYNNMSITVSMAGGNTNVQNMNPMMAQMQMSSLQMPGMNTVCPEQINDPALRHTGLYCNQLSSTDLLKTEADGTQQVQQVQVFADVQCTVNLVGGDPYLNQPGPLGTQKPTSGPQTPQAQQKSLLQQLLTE
# NR5A2 inv ag: LRH-1 (NR5A2) inverse agonists, primary screen, cell-based, luminescence, HEK293T, StAR-luciferase reporter; inhibition, % at 3.6 µM; 360,000 compounds, 0.13% hits; LRH-1 transfected, 24 h; AID 602396, 2012;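 active means inhibition above the mean inhibition of all tested compounds plus 3 SD, cut at about 73% in these data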;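 further: 0% = DMSO wells and 100% = reporter-only cells lacking LRH-1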
# CF NFkB block: inhibitors of PAF-induced NF-kB signaling, primary screen, cell-based, GFP fluorescence, uHTS. KKLEB NF-kB-GFP reporter, GFP fluorescence overnight. inhibition, % at 5 µM. 360,000 compounds, 0.86% hits;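 active means at least 50% inhibition at 5 µM, scaled per plate between neutral and stimulator controls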;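 further: PAF is a Pseudomonas aeruginosa culture filtrate used as stimulus; plate controls were PAF-stimulated DMSO wells for no effect and unstimulated DMSO wells for full effect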
# The depositor's hits bear a star; ? = inconclusive; · = no result given.
SMILES,NCOA3 inh,KKLEB tox,TROY NFkB inh,TRAIL sens C8,EBV LMP1 NFkB,TWEAK-Fn14 inh,NR2F2 inh,Shn3 inh set2,SRC1 inh,NR5A2 inv ag,CF NFkB block
Cc1cc(C)cc(NC(=O)CSc2nnc(-c3ccccc3C)o2)c1,3,15,-3,13,-28,-14,-18,-25,-4,-13,-35
Cc1ccc(-n2c(SCc3cn4ccsc4n3)nc3ccccc3c2=O)cc1,-3,-4,·,-3,3,3,8,28,-9,12,4
OC(CN1CCCC(C(F)(F)F)C1)c1ccccc1 (stereo not drawn),-16,6,-4,-13,-6,1,-3,8,12,13,20
COc1ccc(NS(=O)(=O)c2cn(C)cn2)cc1Cl,16,-6,-22,8,1,10,-3,-9,5,-10,5
Cc1cc(-c2ccc(S(=O)(=O)NCc3ccc(Cl)cc3)cc2)on1,-2,-3,-1,-9,5,-16,10,16,-1,-12,7
Cc1cc(C(=O)N2CCN(S(=O)(=O)c3ccccc3)CC2)c(C)o1,-5,14,1,-8,-1,19,-6,12,-6,-19,-10
Cc1nnc(SCC(=O)NC(=O)Nc2ccc3c(c2)OCCO3)n1N,-15,8,24,14,-21,43,-10,-55,-41,-34,-3
O=C(CN1CCN(S(=O)(=O)c2cccc(F)c2)CC1)NCC1(N2CCOCC2)CCCCC1,5,10,1,0,-2,-3,-6,17,2,6,4
Cc1ccc(-c2cc(C(=O)N3CC(C)OC(C)C3)c3ccccc3n2)o1 (stereo not drawn),-16,-7,-6,8,-5,6,5,-6,-2,-16,3
CNc1ncnc2c1ncn2[C@H]1CN(CCc2ccccc2)C[C@@H](CO)O1,-1,6,-5,-7,·,-12,-9,-5,-12,-9,-7
COc1cc(C(=O)OCC(=O)Nc2cccc(S(=O)(=O)N3CCCC3)c2)ccc1OCC(C)C,-17,1,13,3,-2,-7,21,9,-11,13,-14
COc1ccc(S(=O)(=O)N2CCC(C(=O)Nc3cc(Cl)ccc3N3CCOCC3)CC2)cc1OC,-12,-1,17,20,-2,-13,9,19,16,1,-25

# In another format: entries from further up.
SMILES	NCOA3 inh	KKLEB tox	TROY NFkB inh	TRAIL sens C8	EBV LMP1 NFkB	TWEAK-Fn14 inh	NR2F2 inh	Shn3 inh set2	SRC1 inh	NR5A2 inv ag	CF NFkB block
Cc1ccc(-n2c(SCc3cn4ccsc4n3)nc3ccccc3c2=O)cc1	-3	-4	·	-3	3	3	8	28	-9	12	4
OC(CN1CCCC(C(F)(F)F)C1)c1ccccc1 (stereo not drawn)	-16	6	-4	-13	-6	1	-3	8	12	13	20

# (continued)
SMILES,NCOA3 inh,KKLEB tox,TROY NFkB inh,TRAIL sens C8,EBV LMP1 NFkB,TWEAK-Fn14 inh,NR2F2 inh,Shn3 inh set2,SRC1 inh,NR5A2 inv ag,CF NFkB block
CCOC(=O)C1=CCN(S(=O)(=O)c2ccc(C)cc2)[C@H]1c1ccccc1Cl,-23,-8,16,14,·,-1,6,10,7,8,8
COc1ccc(C(=O)CSc2nnc(C3CCCCC3)n2N)c(OC)c1,-38,-4,20,20,-11,-71,9,30,4,19,8
COc1ccc(C2(SCC(N)C(=O)O)c3ccccc3-c3ccccc32)cc1 (stereo not drawn),-5,6,-6,-9,9,11,12,-20,-7,-41,-6
O=C(CCCN1C(=O)[C@H]2CC=CC[C@H]2C1=O)NCc1nc(-c2ccc(Cl)cc2)no1,0,4,-3,-11,?,15,-5,-13,-11,-1,-19
O=C1N=C(N2CCOCC2)SC1=Cc1ccco1,-15,-3,-12,6,7,9,7,18,-6,4,-14
COc1ccc(Cc2c(C3CCCCC3)nc3c(C)cc(Br)cn23)c(C)c1,-6,-28,-4,1,·,29,8,32,-13,10,20
COC(=O)CCCCCCCCC(O)CN1CCCCC1 (stereo not drawn),11,-2,8,-5,-5,10,-15,-11,-51,10,-2
CC(C)(C)c1n[nH]c(=S)n(N)c1=O,-7,4,23,-3,17,0,-20,-18,3,2,-7
O=C(O)c1cc(N=Nc2c(O)ccc3ccccc23)cc(C(=O)O)c1,18,-10,-12,1,-17,-3,-20,1,-10,7,5
CCCC(C)c1nnc(NC(=O)COc2ccc3c(c2)OCO3)s1 (stereo not drawn),-9,-1,6,-6,-15,-18,-7,17,-11,-12,2
Cc1nn(-c2ccccc2)c(C)c1NC(=O)COc1ccc(Br)cc1Cl,5,6,46,21,2,78*,23,4,11,15,7
O=P(c1ccccc1)(c1ccccc1)C(O)c1ccccn1 (stereo not drawn),-5,3,-22,0,2,1,10,-9,-7,10,-2
O=C(NNC(=O)c1ccc2c(=O)n3c(nc2c1)CCC3)c1ccc(Cl)cc1,9,1,6,24,1,8,13,-2,-1,21,-12
COc1ccc(-n2nc3c(=O)[nH][nH]c3cc2=O)cc1,2,5,-8,-7,-1,1,0,-7,3,-6,-4
O=C(c1ccc(S(=O)(=O)N2CCC(c3nc4ccccc4s3)CC2)cc1)N1CCCCC1,5,2,15,-1,9,-16,14,15,-3,6,13
O=c1[nH]c(C2CCCN(S(=O)(=O)c3ccccc3F)C2)nc2c1nnn2Cc1ccccc1Cl (stereo not drawn),-21,11,-3,-20,-6,9,5,29,-4,-17,3
COCCn1c(CN2CCC(Cc3ccccc3)CC2)nc2c1c(=O)n(C)c(=O)n2C,27,-1,25,15,9,46,15,73,9,26,-7
Cc1ccc(SCc2cc(=O)[nH]c(N3CCN(Cc4ccccc4)CC3)n2)cc1,21,-13,10,7,-5,12,12,11,-20,1,-15
CSc1nc(N)n(-c2cc(C(F)(F)F)ccn2)n1,-20,7,-7,5,-3,-6,-3,7,-3,-12,-11
c1ccc(Cn2nnnc2C(c2ccncc2)N2CCOCC2)cc1 (stereo not drawn),-3,1,3,-8,1,-3,15,-16,-17,0,13
O=S(=O)(Nc1nc(-c2ccccc2)cs1)c1cc(Cl)ccc1Cl,10,8,45,-8,-8,7,-17,3,7,-2,8
C=CCc1ccc(OCC(O)COc2ccc(CC=C)cc2OC)c(OC)c1,21,-3,-6,0,-3,1,4,2,-3,7,-6
CC1CCCN(C(=O)c2ccncc2)C1 (stereo not drawn),6,5,-17,0,4,9,-2,0,7,6,-12
CCOC(=O)Cc1csc(NC(=O)CN2CCCCC2)n1,-10,7,15,-2,0,23,2,-10,-48,1,0
COCc1ccc(CN2CCC(CO)(CC3CCCCO3)CC2)o1 (stereo not drawn),6,6,4,0,-1,-15,29,-12,10,-3,4
Cc1cc2cc(CN(CCCO)S(=O)(=O)c3cccc4nsnc34)c(=O)[nH]c2cc1C,8,-4,-6,5,-2,37,14,-3,4,11,8
CCNC(=S)N1CCn2cccc2C1c1ccc(F)cc1 (stereo not drawn),11,-5,-20,0,-2,-15,8,10,11,16,12
CCN(CC(=O)Nc1ccc(NC(C)=O)cc1)C(=O)/C=C/c1ccc([N+](=O)[O-])cc1,21,9,-24,7,6,6,9,-10,-15,3,-29
Cc1csc(NC(=O)CCc2nc3ccccc3s2)n1,-6,5,-4,17,-5,0,16,-14,-24,-16,-8
COc1ccc(NC(=O)CN(C)S(=O)(=O)c2cccc3cccnc23)cc1,5,8,6,-10,7,-4,7,7,9,-19,2
CCc1ccc(N=CC2=C(O)CC(c3ccco3)CC2=O)cc1 (stereo not drawn),-15,-1,-18,-13,1,-17,-3,9,-5,-6,6
Cc1ccc(C(=O)N(CCN2CCCCC2)CC2CCCN(C3CCCC3)C2)s1 (stereo not drawn),-52,2,-5,1,-25,-19,-36,-119,-7,-32,8
O=c1c2nncn2c2cc(C(F)(F)F)ccc2n1CCNc1ncc(C(F)(F)F)cc1Cl,9,-11,6,9,-14,10,14,20,-13,15,-14
Cc1ccsc1/C=N/n1c(-c2cccnc2)n[nH]c1=S,-24,-10,13,12,4,2,-15,-18,6,10,6
CC(=O)Oc1ccccc1-n1c(C)nc(=O)c(-c2ccccc2)c1C,2,-7,9,-14,·,-5,12,-7,8,-11,11
COc1cc(/C=N/NC(=O)CNC(=O)/C=C/c2ccco2)cc(OC)c1OC,-6,6,-2,0,-20,1,4,-9,-2,-14,12
COc1cccc(C(=O)NC(=S)Nc2cccnc2)c1,-39,6,-56,1,-26,-11,-24,-33,-40,-47,-19
CCOC(=O)c1c(NC(=O)C(C)N2CCN(C(=O)c3ccco3)CC2)sc2c1CCCC2 (stereo not drawn),-5,-2,21,20,11,25,18,17,32,11,15
COc1ccc(C2=Nn3c(nnc3-c3ccccc3OC)SC2)cc1OC,-34,-32,44,-7,17,-12,-117,13,-53,44,53*
CCOc1ccccc1Nc1ccc2nonc2c1[N+](=O)[O-],-11,3,-20,15,1,-1,4,11,4,-5,-17
O=C(O)c1ccccc1NC(=O)C1CCN(S(=O)(=O)c2cccc3nsnc23)CC1,-15,7,29,-19,0,2,5,-12,-12,3,8
CCN(Cc1ccccc1)C(=O)c1c(-c2ccccc2Cl)noc1C,-2,5,18,2,-16,0,5,1,-10,-2,3
Cc1cccc(OC(C)C(=O)NC2CCS(=O)(=O)C2)c1C (stereo not drawn),4,8,14,-23,5,24,·,0,5,9,-24
CC1(c2ccccc2)CC(C)(C)N2C(=O)C3(C(C#N)=C(N)Oc4cc(O)ccc43)c3cccc1c32 (stereo not drawn),2,4,33,0,5,57*,-8,15,12,18,13
C[C@@H]1CC=C[C@H]2[C@H]1C(=O)N(Cc1ccccc1)[C@H]2c1ccc(F)c(-c2ccc(N(C)C)cc2)c1,0,-29,6,8,1,14,6,5,-1,13,27
CCOC(=O)/C(=N/Nc1ccc(Cl)cc1)S(=O)(=O)c1ccc(Cl)cc1,-8,0,-50,-2,-5,-47,4,-6,6,20,1
Cc1ccc(NC(=O)N/C=C/c2ccco2)cc1C,-13,3,-23,-15,0,-3,16,-24,-11,-8,-8
CCN=c1sc(C(=O)Nc2ccccc2)c(C)n1CC,8,0,-10,-7,0,-6,-11,6,-6,8,3
CCc1ccccc1NC(=O)NC1CC2CCC(C1)N2Cc1cccs1 (stereo not drawn),-34,-7,-2,-12,0,12,10,6,-15,-6,-8
O=C(NCc1ccc(Cl)cc1)C(=O)NCC1CCCN1S(=O)(=O)c1cccs1 (stereo not drawn),6,-12,-7,-10,-5,1,-8,16,0,-2,24
Cc1ccc(S(=O)(=O)N(Cc2ccccc2)c2ccccc2C(=O)N2CCCCC2)cc1,-3,-7,18,-5,-3,8,0,9,-17,-7,-2
O=C(c1ccsc1)N1CCN(C(=O)c2cccs2)CC1,2,2,-2,-13,6,-6,11,-4,-17,-6,3
CCn1cc(C(=O)NCc2cccs2)c(=O)c2ccc(C)nc21,-7,-2,-6,0,-1,4,16,3,0,4,-6

# Screens (PubChem BioAssay)

# These rows are one share of the data, so the mix of outcomes need not match the whole.
